UPR XBP1 act: adaptive UPR (XBP1) activation; CHO-XBP1 luciferase reporter, IRE1-XBP1 UPR activation, luminescence; percent of tunicamycin response, DMSO as zero; activation, % at 20 µM; hit rate 0.33% among 330,000; AID 463104;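 active = versus positive control, 20 µM dose yields 30% or more activation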;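 note: 100% = tunicamycin at 10 µg/mL and 0% = DMSO only wells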
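Signal: luciferase luminescence; Assay system: CHO-XBP1 luciferase reporter cells; Amount: one thousand reporter cells per well; Dosing: 20 µM single concentration, DMSO 1%; Benchmarks: high control tunicamycin 10 µg/mL final, low control DMSO vehicle only; Schedule: 6 h compound exposure at 37 °C, 5% CO2; Evaluation: percent activation relative to tunicamycin reference.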
UPR CHOP act: apoptotic UPR (CHOP) activation. CHO-CHOP luciferase reporter, luminescence; percent of tunicamycin response over DMSO baseline. activation, % at 10 µM. hit rate 0.34% among 330,000;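 active = at 10 µM dose, activation of 40% or more, normalized to positive control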;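 note: 100% = tunicamycin at 10 µg/mL and 0% = DMSO alone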
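Test system: CHO CHOP reporter cells. Input: 500 CHO-CHOP cells per well. Medium: F12 with 10% FBS. Technique: luciferase luminescence. Measure: percent activation relative to tunicamycin control. Dosing: 10 µM compound, 0.5% DMSO. Timing: 16-18 h cell attachment, then 6 h compound exposure, 37 °C.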
APJ antag: blocks the human apelin receptor APJ; CHO-K1 APJ beta-arrestin complementation, luminescence; inhibition, % at 20 µM; hit rate 0.32% among 330,000; AID 2521;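 active = inhibition above about 40% at 20 µM, limit read from the data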;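 note: cells challenged with 10 nM apelin-13 agonist together with compound; plate controls were apelin-13 plus DMSO wells for no effect and DMSO wells lacking apelin-13 for full effect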
Target sequence (P35414 whole entry, looked up): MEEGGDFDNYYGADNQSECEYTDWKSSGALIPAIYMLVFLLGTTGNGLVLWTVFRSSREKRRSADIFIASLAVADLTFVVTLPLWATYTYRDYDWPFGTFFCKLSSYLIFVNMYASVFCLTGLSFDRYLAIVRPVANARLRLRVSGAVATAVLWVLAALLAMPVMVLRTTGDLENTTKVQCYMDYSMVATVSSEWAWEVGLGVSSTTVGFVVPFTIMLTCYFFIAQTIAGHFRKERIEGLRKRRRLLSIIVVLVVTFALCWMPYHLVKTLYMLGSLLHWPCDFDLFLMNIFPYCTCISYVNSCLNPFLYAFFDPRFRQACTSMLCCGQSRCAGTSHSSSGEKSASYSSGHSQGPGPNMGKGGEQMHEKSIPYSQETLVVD
CXCR6 block: CXCR6 (human) receptor inhibition. inhibition, % at 20 µM. CHO-K1 PathHunter CXCR6 beta-arrestin, luminescence. hit rate 0.36% among 360,000. O00574; in the data active = inhibition above about 34%, passing the limit was not always enough;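 note: antagonist mode with CXCL16 agonist at 10 nM final; 0% = 10 nM CXCL16 with DMSO and 100% = unstimulated wells without agonist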
Target sequence (O00574 whole entry, looked up): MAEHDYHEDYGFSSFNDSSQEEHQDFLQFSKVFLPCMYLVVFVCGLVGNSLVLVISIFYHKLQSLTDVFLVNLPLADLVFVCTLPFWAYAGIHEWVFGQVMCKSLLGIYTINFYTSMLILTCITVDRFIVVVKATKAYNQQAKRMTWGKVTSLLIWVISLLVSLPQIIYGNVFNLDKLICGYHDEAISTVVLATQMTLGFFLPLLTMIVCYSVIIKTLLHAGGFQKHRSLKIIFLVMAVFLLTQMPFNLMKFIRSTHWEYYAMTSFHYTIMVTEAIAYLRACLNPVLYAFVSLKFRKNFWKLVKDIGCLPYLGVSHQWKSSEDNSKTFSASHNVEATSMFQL
tim23-1 inh: tim23-1 yeast growth inhibition | S. cerevisiae tim23-1 growth, BacTiter-Glo luminescence, 24 h | inhibition, % at 20 µM | hit rate 1.3% among 330,000 | AID 463212;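 active = growth inhibition of the mutant yeast at or above 50%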;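 note: temperature-sensitive mutant grown at 25 °C; plate controls were DMSO-treated mutant yeast for no effect and medium wells lacking yeast for full effect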
Mdm2 MdmX PPI: disrupts the human Mdm2-MdmX interaction; SaOS-2 split-luciferase Mdm2/MdmX complementation, luminescence; inhibition, % at 8 µM; hit rate 3% among 330,000; AID 485346;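 active = inhibition of at least 50% at 8 µM in the primary screen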
TIM10 inh: inhibits growth of TIM10 yeast strain; S. cerevisiae TIM10 strain growth, BacTiter-Glo luminescence, 24 h; inhibition, % at 10 µM; hit rate 1.4% among 330,000;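 active = inhibition of 40% or more at the single tested concentration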;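 note: wild-type TIM10 isogenic control strain grown at permissive 25 °C; 0% = DMSO yeast wells and 100% = minimal medium wells without yeast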
tim10-1 inh: growth inhibitors of tim10-1 mutant yeast | S. cerevisiae tim10-1 ts strain growth, BacTiter-Glo, 24 h | inhibition, % at 20 µM | hit rate 2.2% among 330,000;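 active = inhibition of at least 40%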;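 note: mutant grown at 25 °C; 0% = DMSO wells with yeast and 100% = wells holding no yeast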
APJ agonist: agonists of human APJ apelin receptor; CHO-K1 APJ PathHunter beta-arrestin, luminescence; 0% DMSO wells, 100% apelin; activation, % at 20 µM; hit rate 0.11% among 330,000; AID 2520;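 active = activation more than six SD over the plate average, tested at 20 µM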;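 note: 0% = DMSO alone and 100% = apelin-13 at 10 nM; some results filed as inactive read as strong as hits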
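Material: CHO-K1 APJ beta-arrestin complementation cell line; Input: cell density 1000 per well; Incubation: compound stimulation 90 min at 25 °C, detection 60 min; Signal: luminescence from split beta-galactosidase complementation, Galacton Star/Emerald II substrate; Controls: DMSO-only wells as negative, 10 nM Apelin-13 as positive control.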
* = called active by the depositor; . = not tested or not shown; & = joins results of further samples. A portion of the library; rates above refer to the full screens.

SMILES	UPR XBP1 act	UPR CHOP act	APJ antag	CXCR6 block	tim23-1 inh	Mdm2 MdmX PPI	TIM10 inh	tim10-1 inh	APJ agonist
O=C(COC(=O)CSc1ccc2ccccc2c1Br)NC1CC1	-1.8	0.3	-16.7	-11.6	16.3	-1.0	11.0	22.5	0.1
COc1ccc(NC(=O)C2CC2)cc1OC1CCCC1	3.7	-4.0	8.3	-3.2	20.5	35.0	15.4	26.8	-2.6
Cc1c(OCC(=O)Nc2cccnc2)ccc2c3c(c(=O)oc12)CCC3	-4.7	6.4	8.5	-6.5	-3.9	-41.6	14.1	-10.6	6.3
COc1ccc(C(=O)NCC(=O)OCc2ccc(Br)cc2)cc1	2.8	-0.2	2.8	-2.6	1.5	9.7	9.9	11.5	-1.7
O=C(Cc1ccccc1F)Nc1nc(-c2ccc(F)c(F)c2)cs1	1.0	6.2	-3.6	-14.7	41.3	-3.9	31.7	2.1	2.0
CN=C1S/C(=C\c2ccc(SC)cc2)C(=O)N1C	7.4	2.7	3.5	4.1	22.5	5.5	13.9	35.9	1.8
Cc1ccc(CNn2cnnc2SCC(=O)NC(C)(C)C)cc1	0.9	0.4	-17.2	-5.5	6.3	-9.0	-18.2	17.2	-1.0
COc1ccccc1NC(=O)CC(c1ccc(F)cc1)c1ccco1 (stereo not given)	-3.0	-3.4	5.8	12.3	24.8	22.4	10.1	18.5	-5.1
O=C(NCc1ccccc1)C(c1cccnc1)N(C(=O)c1csnn1)c1ccccc1 (stereo not given)	-5.3	1.1	-15.0	4.6	-0.3	13.1	-14.0	-10.0	-0.6
Cc1cccc(OCCNC(=O)CCNS(=O)(=O)c2ccc3ccccc3c2)c1	-3.4	-1.1	-10.4	5.6	5.6	5.6	11.9	-9.3	0.0
COC(=O)N[C@H](c1ccccc1)[C@@]1(C)C[C@@H]1[C@@H](C)C(=O)Nc1ccc2ccccc2c1	-3.1	-0.4	14.5	1.5	38.6	25.3	2.8	27.5	-2.7
CCC(C)C(=O)N1c2ccccc2C(=C2SC(C(=O)OC)=C(C(=O)OC)S2)C(=S)C1(C)C (stereo not given)	-0.9	13.0	39.1	23.3	32.2	14.6	26.8	43.6*	-9.2
O=C(c1ccc(Cl)cc1)N1CCN(S(=O)(=O)/C=C/c2ccccc2)CC1	-4.4	0.0	0.1	-5.9	41.9	12.3	19.9	45.7*	-3.4
Cc1sc2nc(COC(=O)C(NC(=O)c3ccc(Cl)cc3Cl)C(C)C)[nH]c(=O)c2c1C (stereo not given)	-0.4	3.0	-1.3	3.3	13.3	-18.0	-16.4	19.8	-1.4
CCn1cc(C(=O)O)c(=O)c2cc(F)c(N3CCN(C(=S)Nc4ccc(OC)cc4)CC3)cc21	1.0	1.8	12.4	-20.2	-3.2	12.8	5.2	11.0	-2.4
CN(CC(=O)NC1(C)CCS(=O)(=O)C1)S(=O)(=O)c1ccc(Cl)cc1 (stereo not given)	0.5	-1.6	24.1	-3.5	5.0	8.4	4.1	-13.3	3.8
COC(=O)CC1c2ccccc2S(=O)(=O)N1Cc1ccccc1 (stereo not given)	0.8	-0.1	-7.6	-3.5	10.7	19.5	6.8	-2.6	3.6
Cc1c(NC(=O)C(C)OC(=O)c2ccc(Cl)nc2)c(=O)n(-c2ccccc2)n1C (stereo not given)	-0.1	1.3	-13.1	1.2	11.2	3.3	-11.9	-6.5	1.5
Cc1c(C)n(CC(O)CNc2ccccc2)c2ccccc12 (stereo not given)	-3.7	0.3	-7.2	-8.5	30.5	17.9	15.8	4.7	-1.3
CCCCn1ccc(=O)c2c(C(F)(F)F)nccc21	-1.8	-1.7	18.3	-11.6	-8.6	12.6	-0.9	-4.6	-1.8
COC(=O)c1cc(OC)c(OC)c(OC)c1N	0.8	-1.5	8.1	3.0	-3.5	-0.2	-9.0	1.7	0.7
COc1ccc(CCNC(=O)Cn2c(=O)n(-c3ccc(C)c(F)c3)c(=O)c3sccc32)cc1OC	-2.9	0.8	-26.5	0.9	2.9	26.2	12.3	-5.5	-1.7
O=C(NCCN1CCCCC1)c1ccc(/C=N/O)nc1	-2.5	0.4	-15.1	-11.7	-7.4	20.2	-7.9	-26.0	-0.2
O=C(NCCCl)Nc1ccccc1NS(=O)(=O)c1cccs1	-0.5	-3.6	5.1	4.5	3.1	-25.8	-0.4	8.7	0.1
CN(C)c1ccc(NC(=O)c2cnsn2)cc1	-6.2	-5.7	-6.8	2.6	1.4	-22.5	-2.2	12.4	3.8
COc1cccc(NC(=S)N2CCN(C(c3ccccc3)c3ccccc3)CC2)c1	-1.5	0.6	-14.3	-0.2	23.2	78.5*	18.8	22.8	2.9
Cc1cccc(CSc2ccc3nnc(-c4cccs4)n3n2)c1	1.1	-1.3	13.6	3.5	7.6	8.8	14.0	19.2	-3.1
CSc1ccc(S(=O)(=O)Nc2ccc3c(c2)OCCO3)cc1	-2.2	-0.5	4.1	-3.8	8.9	17.3	13.6	32.7	-0.4
O=C(Cn1c(=O)oc2cc(S(=O)(=O)NCc3ccccc3)ccc21)NCc1ccco1	1.6	-0.3	-60.3	-2.8	9.1	18.9	-9.3	-0.9	-4.1
COc1ccc(CN2C(=O)c3cccnc3C2=O)cc1S(=O)(=O)N1CCCC(C)C1 (stereo not given)	-3.0	1.9	15.4	7.8	16.0	28.0	0.9	17.9	-1.6
C#CCOCCOCCOCCNc1nc(N2CCN(C(=O)[C@H](CCCCN)n3cc([C@@H](N)CC(C)C)nn3)CC2)nc(N2CCN(C(=O)[C@H](Cc3ccc(O)cc3)n3cc([C@@H](N)CC(C)C)nn3)CC2)n1	-1.6	-2.4	18.6	.	-3.5	-8.3	4.8	1.4	-2.2
Cc1ccc(S(=O)(=O)CC(C)(O)CS(=O)(=O)c2ccc(C)cc2)cc1	0.4	1.4	4.3	0.7	16.9	0.7	13.5	18.7	5.8
COc1ccccc1C(=O)Nc1cc(C)on1	1.2	5.6	6.4	-5.1	10.4	-13.0	-3.4	2.4	0.4
COc1ccc(C(=O)C2CCCN(C(=O)Cn3cncn3)C2)cc1OC (stereo not given)	-3.5	-1.4	-11.4	-2.0	1.5	-0.7	5.9	-5.8	-2.8
COc1cc2c(C)nc(C)c(C#N)c2cc1OC	0.1	0.2	12.9	2.4	11.5	4.4	23.4	21.0	3.9
COc1ccc(CNC(=O)COC(=O)CCc2nc3ccccc3c(=O)[nH]2)cc1	1.4	1.2	25.0	-1.1	2.3	14.1	-17.7	-0.6	-4.8
COc1ccc(N2C(=O)NC3CC2(C)Oc2ccc(Br)cc23)cc1OC (stereo not given)	-0.2	-0.7	-6.2	-2.9	13.9	-0.4	3.9	38.6	-3.7
COC(=O)c1cc(Br)c(=O)n(CC(C)C)c1	2.3	-2.1	16.4	0.7	2.6	19.3	-3.0	1.5	-1.0
CCC(=O)c1cn(CC(=O)Nc2ccccc2Cl)c2ccccc12	-2.3	0.3	3.8	7.9	-2.5	-19.4	-3.4	14.6	-3.2
Cc1n[nH]c(C)c1N=Nc1cc(Cl)ccc1Cl	1.8	1.9	0.8	11.4	37.2	52.1*	35.8	34.5	4.2
CC1CCC(C(C)C)C(OC(=O)CSc2nc(N)cc(=O)[nH]2)C1 (stereo not given)	-0.1	-1.8	9.0	-2.1	7.9	-3.4	11.0	28.2	-4.0
COc1ccccc1OCCNC(=O)c1ccc(C(C)(C)C)cc1	0.5	6.7	6.3	-4.4	39.8	-35.5	33.4	28.6	-2.7
CC(=O)Nc1ccc(C(=O)CSc2nnnn2C2CCCC2)cc1	2.5	1.2	17.4	4.5	10.1	-2.7	3.0	-25.1	-3.9
O=C(CCCc1ccccc1)Nc1cccnc1	4.3	3.0	26.4	0.2	8.2	16.4	3.8	-0.7	0.0
CC(C)(Oc1ccc(Cl)cc1)C(=O)N/N=C/c1cn[nH]c1-c1ccccc1	0.6	-0.6	-21.7	4.0	27.0	-7.7	-0.5	21.7	-1.2

Retrieved by structure from the entries so far, six records:
SMILES	UPR XBP1 act	UPR CHOP act	APJ antag	CXCR6 block	tim23-1 inh	Mdm2 MdmX PPI	TIM10 inh	tim10-1 inh	APJ agonist
COc1cc2c(C)nc(C)c(C#N)c2cc1OC	0.1	0.2	12.9	2.4	11.5	4.4	23.4	21.0	3.9
COc1ccc(C(=O)C2CCCN(C(=O)Cn3cncn3)C2)cc1OC (stereo not given)	-3.5	-1.4	-11.4	-2.0	1.5	-0.7	5.9	-5.8	-2.8
COC(=O)c1cc(Br)c(=O)n(CC(C)C)c1	2.3	-2.1	16.4	0.7	2.6	19.3	-3.0	1.5	-1.0
COc1ccccc1OCCNC(=O)c1ccc(C(C)(C)C)cc1	0.5	6.7	6.3	-4.4	39.8	-35.5	33.4	28.6	-2.7
COc1ccccc1C(=O)Nc1cc(C)on1	1.2	5.6	6.4	-5.1	10.4	-13.0	-3.4	2.4	0.4
Cc1n[nH]c(C)c1N=Nc1cc(Cl)ccc1Cl	1.8	1.9	0.8	11.4	37.2	52.1*	35.8	34.5	4.2

Other structures follow.
SMILES	UPR XBP1 act	UPR CHOP act	APJ antag	CXCR6 block	tim23-1 inh	Mdm2 MdmX PPI	TIM10 inh	tim10-1 inh	APJ agonist
COc1cccc(CNC(=O)C2CCCN(c3nn4c(=O)cc(C)nc4s3)C2)c1 (stereo not given)	1.7	-0.9	6.0	0.2	3.4	2.8	3.2	-3.5	-1.9
CCOc1ccc(NC(=O)c2cn(CC(C)C)c(=O)c3c2c2ccccc2n3C)cc1	7.4	1.2	-3.1	-23.7	-7.3	22.5	-2.9	-17.8	1.3
Cc1ccc(S(=O)(=O)c2nc(S(C)(=O)=O)sc2N2CCC(C(N)=O)CC2)cc1	-1.6	2.0	3.4	-9.1	-8.2	9.4	-5.7	3.9	4.4
CN1CCc2c(sc3c2c(=O)n(-c2ccccc2)c2nncn32)C1	-3.3	0.5	4.5	-2.5	21.7	0.9	-2.3	8.6	-0.5
N#C/C(=C(/O)c1ccco1)c1nc2ccccc2s1	0.9&14.2	4.5&3.5	5.2&-10.6	3.6&0.1	12.3&10.0	-5.6&-41.2	1.6&-5.9	19.1&10.9	-2.4&-4.1
Cc1cccc(C(=O)N/N=C/C(C)Cc2ccc3c(c2)OCO3)c1 (stereo not given)	-0.9	0.1	6.7	-5.4	20.0	4.7	1.6	12.8	-1.3
COc1ccc(-c2c(-c3ccccc3OC)oc3ccccc23)cc1F	0.4	4.8	21.0	1.7	17.7	1.2	5.4	11.8	-1.9
Cc1cccc(C(=O)OCC(=O)NC2CC2)c1O	-1.3	-0.2	9.8	-5.3	-10.5	11.5	-8.2	-7.0	0.1

Profiles from above. Order of values: UPR XBP1 act, UPR CHOP act, APJ antag, CXCR6 block, tim23-1 inh, Mdm2 MdmX PPI, TIM10 inh, tim10-1 inh, APJ agonist
N#C/C(=C(/O)c1ccco1)c1nc2ccccc2s1 as listed: 0.9&14.2, 4.5&3.5, 5.2&-10.6, 3.6&0.1, 12.3&10.0, -5.6&-41.2, 1.6&-5.9, 19.1&10.9, -2.4&-4.1
CCOc1ccc(NC(=O)c2cn(CC(C)C)c(=O)c3c2c2ccccc2n3C)cc1 as listed: 7.4, 1.2, -3.1, -23.7, -7.3, 22.5, -2.9, -17.8, 1.3

Screening results: PubChem, Sanford-Burnham Center for Chemical Genomics
